# Kir21 inh: blocks the mouse Kir2.1 inward-rectifier potassium channel. B-score at 10 µM. HEK293-Kir2.1, FluxOR thallium flux fluorescence; active compounds read low. P35561. 310,000 compounds, 0.85% hits;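 active = fluorescence ratio B-score at or below minus 3 SD of library scores, with starting-brightness B-score within 2 SD, cut at about -4.2 in these data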;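 also: channel flux triggered by added potassium and thallium sulfate stimulus; B-score of peak minus minimum fluorescence over baseline after thallium stimulus; more negative B-score means stronger Kir2.1 block with less thallium influx; some compounds called inactive have numbers as strong as hits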
# Target sequence (P35561 whole entry, looked up): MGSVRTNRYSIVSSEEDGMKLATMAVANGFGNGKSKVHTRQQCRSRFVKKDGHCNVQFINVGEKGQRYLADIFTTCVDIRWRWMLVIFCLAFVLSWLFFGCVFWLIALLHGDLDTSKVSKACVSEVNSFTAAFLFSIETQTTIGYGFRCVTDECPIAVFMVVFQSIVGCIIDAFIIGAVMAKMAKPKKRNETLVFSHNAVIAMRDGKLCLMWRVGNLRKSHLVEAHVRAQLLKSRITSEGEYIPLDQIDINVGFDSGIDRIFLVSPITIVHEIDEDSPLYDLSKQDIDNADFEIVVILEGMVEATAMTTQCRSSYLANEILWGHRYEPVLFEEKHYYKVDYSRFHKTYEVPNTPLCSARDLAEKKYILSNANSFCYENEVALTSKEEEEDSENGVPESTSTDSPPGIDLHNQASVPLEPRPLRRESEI
# KCNQ2 inh: KCNQ2 potassium channel inhibitors, primary screen, cell-based, CHO-K1, FluxOR thallium flux, B-score (AID 2156); B-score at 10 µM; 310,000 compounds, 1.1% hits; 20 min; active compounds read low; O88943;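 active = fluorescence ratio B-score at most minus 3 library SDs, with starting brightness B-score within 2 library SDs, cut at about -5.5 in these data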
# STK33 kinase inh: inhibitors of human STK33 kinase; purified STK33, MBP phosphorylation, ADP-Glo luminescence; inhibition, % at 10 µM; 320,000 compounds, 0.073% hits;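 active = inhibition at or above 25%, using the most active replicate where run in duplicate; inactive = inhibition below 25%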
# Target sequence (Q9BYT3 whole entry, looked up): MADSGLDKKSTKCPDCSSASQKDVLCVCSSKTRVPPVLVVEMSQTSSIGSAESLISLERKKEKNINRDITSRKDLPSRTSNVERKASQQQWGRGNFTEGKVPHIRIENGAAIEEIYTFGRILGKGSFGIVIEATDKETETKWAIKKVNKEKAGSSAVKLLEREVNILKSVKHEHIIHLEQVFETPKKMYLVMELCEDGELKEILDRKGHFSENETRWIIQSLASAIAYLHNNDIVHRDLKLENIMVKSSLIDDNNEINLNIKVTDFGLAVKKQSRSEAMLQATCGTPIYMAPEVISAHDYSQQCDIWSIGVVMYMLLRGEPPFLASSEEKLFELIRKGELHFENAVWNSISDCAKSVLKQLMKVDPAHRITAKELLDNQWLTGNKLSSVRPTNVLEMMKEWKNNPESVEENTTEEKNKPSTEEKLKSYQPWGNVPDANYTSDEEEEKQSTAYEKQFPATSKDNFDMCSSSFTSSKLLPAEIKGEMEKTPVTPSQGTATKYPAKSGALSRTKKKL
# Numbers without * were called inactive; i = inactive; x = not tested or not shown.
compound	Kir21 inh	KCNQ2 inh	STK33 kinase inh
COCc1cc(C)nc(SCC(=O)Oc2ccccc2)c1C#N	0.12	i	-1.7
Cc1csc2c(N3CCCCC3)ncnc12	0.44	i	-2.2
C=C(C)CSc1nc2sc3c(c2c(=O)n1C1CCCCC1)CCN(C)C3	-1.37	i	2.4
CCCC(=O)Oc1ccc2c(C)cc(=O)oc2c1	-1.98	i	-1.3
CCOC(=O)c1sc(NC(=O)c2sc(C)nc2C)nc1C	0.74	i	-0.8
O=C(CCCCCCCCC(=O)N/N=C/c1ccco1)N/N=C/c1ccco1	1.43	i	-0.1
CCOc1ccc(/C=C/C(=O)Nc2ccc(N3CCOCC3)cc2)cc1	0.65	i	-0.9
CCN(Cc1nc2ccccc2c(=O)[nH]1)Cc1nc2cc(OC)c(OC)cc2c(=O)[nH]1	0.4	i	-0.8
CCN(C(=O)c1cc2cccc(OC)c2oc1=O)c1ccccc1	-0.96	i	-1.6
O=C(O)CCCCNS(=O)(=O)/C=C/c1ccccc1	0.05	i	0.0
CCN(CC)CC(=O)Nc1sc(C)cc1C(=O)c1ccccc1	-0.89	i	-1.9
COc1ccccc1CNC(=O)[C@H](C)NC(=O)C1CCN(C(=O)[C@@H](N)CC(C)C)CC1	-1.01	i	-0.4
O=C(/C=C/c1ccccc1Cl)NC1CCCCC1	2.53	i	-0.3
Cc1c(NC(=O)c2cc(-c3ccco3)on2)c(=O)n(-c2ccccc2)n1C	1.57	i	-1.4
Cc1ccc2nc(N(CCN(C)C)C(=O)/C=C/c3cccs3)sc2c1	-0.04	i	x

compound	Kir21 inh	KCNQ2 inh	STK33 kinase inh
COCCSc1nnc(NC(=O)C2CC(=O)N(c3ccc(C)cc3)C2)s1 (stereo not given)	0	i	x
Cc1nnn(C23CC4CC(CC(CC(=O)Nc5cccc(F)c5)(C4)C2)C3)n1	-1.88	i	-1.7
CCC(CC)COC(=O)C(C#N)c1nc2ccccc2nc1N1CCOCC1 (stereo not given)	-0.11	i	-0.1
Cc1cc(NC(=O)C(C)SCC(=O)Nc2ccc(Br)cc2Br)no1 (stereo not given)	-0.24	i	-3.9
CCC(CC)c1nnc(NC(=O)c2ccco2)s1	1.26	i	1.5
CCOC(=O)c1ccc(NC(=O)Nc2ccccn2)cc1	-2.31	i	-0.7
CCOCCCNC(=O)c1ccc(N2CCCC2)c(NS(=O)(=O)c2ccc(C)cc2)c1	1.14	i	0.1
Cc1cc(=O)oc2cc(OCC(=O)Nc3cccc(S(=O)(=O)N(C)C)c3)ccc12	-0.01	i	-0.6
N#Cc1c(Nc2ccc(F)cc2)sc(C(=O)c2ccccc2)c1N	0.27	i	0.3
CC1CCc2nc(NC(=O)CN3CCOCC3)sc2C1 (stereo not given)	0.15	i	2.1
COc1ccc(CC(C)CC(=O)Nc2ccc(OC)cc2)cc1 (stereo not given)	0.86	i	0.0
O=C(N/N=C/c1ccc(N2CCOCC2)s1)c1ccccc1Cl	-1.03	i	-1.8
CCN(CC)C(=O)C(=O)c1cccn1-c1cccc(Cl)c1C#N	0.31	i	0.2
Cc1ccc(CN2C(=O)N/C(=C\c3ccc(N4CCOCC4)cc3)C2=O)cc1	0.84	i	x
CCC1CCCN1Cn1cnc2c([nH]c3ccc(OC)cc32)c1=O (stereo not given)	1.79	i	-0.9

# In the list so far, these contain a cyano group.
compound	Kir21 inh	KCNQ2 inh	STK33 kinase inh
COCc1cc(C)nc(SCC(=O)Oc2ccccc2)c1C#N	0.12	i	-1.7
CCC(CC)COC(=O)C(C#N)c1nc2ccccc2nc1N1CCOCC1 (stereo not given)	-0.11	i	-0.1
N#Cc1c(Nc2ccc(F)cc2)sc(C(=O)c2ccccc2)c1N	0.27	i	0.3
CCN(CC)C(=O)C(=O)c1cccn1-c1cccc(Cl)c1C#N	0.31	i	0.2

# Additional structures follow.
compound	Kir21 inh	KCNQ2 inh	STK33 kinase inh
O=C(O)C1CCCN1C(=O)Nc1ccccc1 (stereo not given)	2.28	i	-1.4
O=C(/C=C\c1ccc2c(c1)OCO2)NC1(C(=O)Nc2ccc3c(c2)OCCO3)CCCCC1	0.92	i	-1.0
O=C(Nc1ccccc1Cl)c1cc[n+](Cc2ccc([N+](=O)[O-])cc2)cc1	1	i	0.3
Cc1cccc(OCCC(=O)Nc2ccc(C)c(S(=O)(=O)N3CCCCC3)c2)c1	0	i	-3.1
N#Cc1ccccc1Cn1c(=O)n(CCC(=O)NCc2ccco2)c(=O)c2ccccc21	0.09	i	-1.4
O=C(CNC(=O)c1ccc(N2C(=O)c3ccccc3C2=O)cc1)OCC(=O)c1ccccc1	-0.09	i	0.1
O=S(=O)(Nc1ncccn1)c1cc(Cl)ccc1Cl	2.27	i	0.2
O=C(Cn1ccc2ccccc2c1=O)NCCC(=O)NC1CCN(Cc2ccccc2)CC1	0.98	i	-1.4
O=C(C1=C[C@@H](C2CC2)C[C@@H](OCCCCO)O1)N1CCN(Cc2ccccc2)CC1	-1.12	i	-1.3
O=C(Nc1ccccc1)/C(=C/c1cccnc1)NC(=O)c1ccccc1	0.67	i	2.5
C/C(=N\NC(N)=O)c1ccc(Cl)cc1	0.97	i	0.8
COc1ccccc1/C=N/NC(=O)CNC(=O)c1ccc(S(=O)(=O)N(C)C)cc1	1.98	i	-1.9
Cc1noc(C)c1C(=O)OC(C)C(=O)Nc1ccc(S(=O)(=O)NC(C)C)cc1 (stereo not given)	1.11	i	0.5
COc1ccc(C(=O)NCC(=O)N/N=C/C=C/c2ccccc2)cc1OC	0.03	i	-0.3
O=C(CN1CCN(c2ccc(Cl)cc2)CC1)NCc1cccs1	1.33	i	-2.4

compound	Kir21 inh	KCNQ2 inh	STK33 kinase inh
c1ccc(CNc2nc(-c3cccnc3)nc3ccccc23)cc1	1.53	i	2.3
Cc1ccc(-c2[nH]nc(N)c2N=Nc2ccccc2C)cc1	1.49	i	0.3
Cn1cnc2c1c(=O)n(Cc1cccc(Cl)c1)c(=O)n2C	0.2	i	0.4
O=C(CN1C(=O)c2ccccc2C1=O)Nc1ccc2c(c1)OCO2	-0.02	i	0.9
CCN(CC)CCNC(=O)c1cc2c(-c3cccc(OC)c3)nn(C)c2s1	-0.12	i	2.3
C[C@H](C(=O)CC(=O)OC(C)(C)C)[C@H](O)c1ccc(C(F)(F)F)cc1	0.02	i	-0.9
CCOC(=O)C1=C(C)N(C)C(C)=C(C(=O)OCC)C1c1ccccn1	0.08	i	-0.9
CCn1c(Cc2c(C)[nH]c3ccccc23)nnc1SCC(=O)NCc1ccccc1	-0.92	i	1.2
COc1ccccc1C(=O)Nc1nnc(S(=O)(=O)N2CCN(c3ccc(F)cc3)CC2)s1	0.03	i	-2.2
Fc1ccc(CN2CCC(Cc3ccccc3)CC2)cc1F	-1.48	i	-1.6
CN(Cc1ccccc1F)C(=O)c1ccc(Oc2ccccc2)cc1	-0.96	i	-6.1
CC1CC(C)CN(S(=O)(=O)c2cc3c(cc2Cl)NC(=O)CO3)C1 (stereo not given)	1.3	i	1.4
O=C(Nc1ccc(Cc2ccncc2)cc1)c1ccc(N2CCOCC2)c([N+](=O)[O-])c1	-1.05	i	0.9
COc1cc(/C=N/Nc2cc(C)nc(NS(=O)(=O)c3ccccc3)n2)ccc1O	1.28	i	0.7
COC(=O)Cc1c(C)c2ccc(OCC(=O)N(C)C3CCS(=O)(=O)C3)cc2oc1=O (stereo not given)	0.56	i	-2.0

compound	Kir21 inh	KCNQ2 inh	STK33 kinase inh
COC(=O)CSc1nsc(SCC(=O)OC)c1C#N	1.4	i	0.0
COc1cc([N+](=O)[O-])ccc1NC(=O)CCCOc1cccc(C)c1C	-0.91	i	-0.8
O=c1[nH]ncn1-c1cccc(C(F)(F)F)c1	-1.2	i	-2.2
Cc1ccc(S(=O)(=O)NCC(=O)OC(C)C(=O)c2ccccc2)cc1 (stereo not given)	-0.16	i	-0.1
Cc1c(NC(=O)COC(=O)C2(c3ccc(F)cc3)CCCC2)c(=O)n(-c2ccccc2)n1C	1.42	i	9.9
Cc1c(CCC(=O)O)c(=O)oc2cc3oc4c(c3cc12)CCCC4	0.93	i	-2.1
Cc1c(C(=O)Nc2cccc3cccnc23)oc2ccccc12	0.77	i	-0.6
CCc1cc2c(=O)n(CC)c(SC(C)C(=O)Nc3c(C)n(C)n(-c4ccccc4)c3=O)nc2s1 (stereo not given)	0	i	-1.5
O=C(O)c1cc(-c2ccc3c(c2)OCO3)nc2ccccc12	1.56	i	3.1
Cc1cc(OCCCC(=O)NC2=NCCS2)ccc1Cl	2.43	i	-0.1
Cc1noc(C(=O)N2CCN(c3ccccc3)CC2)c1Cl	-0.02	i	-0.3
Cc1ccc(OCC(=O)N2CCCc3ccccc32)cc1	1.61	i	0.5
Cc1ccc2cc(CCNC(=O)C(=O)c3c[nH]c4ccccc34)c(=O)[nH]c2c1	-0.86	i	1.1
S=c1[nH]nc(-c2ccccn2)n1/N=C/c1ccc(Cl)cc1	1.87	i	4.6
C/C(CCC(C)C)=N\NC(=S)Nc1cc(S(=O)(=O)N2CCOCC2)ccc1N1CCOCC1	0.27	i	0.1

compound	Kir21 inh	KCNQ2 inh	STK33 kinase inh
COc1ccccc1CCNC(=O)C(=O)NCC1OCCCN1S(=O)(=O)c1ccc(F)cc1C (stereo not given)	0.53	i	0.8
Cc1ccc(C)c(OCCOCCN2CC(C)OC(C)C2)c1C (stereo not given)	-0.42	i	-0.8
CC(C)CC(c1nnnn1CC1CCCO1)N1CCN(C2CCCC2)CC1 (stereo not given)	0.54	i	x
Cc1nn(-c2ccccc2)c(Cl)c1C(=O)NC1CCCCC1	-0.46	i	-1.0
Cn1c(N)c(Sc2ccc(F)cc2)c(=O)n(C)c1=O	-1.01	i	-0.1
COc1ccc(S(=O)(=O)/N=C2\C=C(NS(=O)(=O)c3ccccc3)C(=O)c3ccccc32)cc1	-0.3	i	0.8
Cc1sc(=NC(=O)c2ccco2)n(C)c1-c1ccc(Cl)cc1	0.42	i	-1.2
Cc1cc(Cl)ccc1OCC(=O)Nc1ccncc1	0.25	i	0.3
Cc1cc(C)n2nc(CNS(=O)(=O)c3ccc(CC(C)C)cc3)nc2n1	-0.33	i	-1.0
CCCCn1c(Oc2ccc(C(=O)OC)cc2)nc2c1c(=O)n(C)c(=O)n2C	-1.5	i	-0.5
CC1CN(CC(=O)NN=C(c2ccccc2)c2ccccc2)CC(C)O1 (stereo not given)	-1.34	i	-0.8
O=S(=O)(NCc1ccccn1)C(F)(F)F	0.21	i	-0.7
CCCCOc1ccc(C(=O)N/C(=C/c2cccc([N+](=O)[O-])c2)C(=O)O)cc1	-1.29	i	-2.2
Cc1ccccc1C(=O)c1c[nH]c(C(=O)N=CN(C)C)c1	-1.19	i	-1.3
COc1ccc(C(=O)NCCn2cc(SCC(=O)NCC3CCCO3)c3ccccc32)cc1 (stereo not given)	-0.25	i	-0.9

compound	Kir21 inh	KCNQ2 inh	STK33 kinase inh
CC(C)Oc1ccc(C(=O)OCC(=O)NCCNC(=O)COC(=O)c2ccc(OC(C)C)cc2)cc1	0.34	i	-1.0
CCCc1nnc(NC(=O)c2nc(S(=O)(=O)Cc3cccc(C)c3)ncc2Cl)s1	-4.01	i	-2.2
COc1ccc(C(=O)N2CCOCC2)cc1Br	-1.74	i	-1.0
COc1ccc(NS(=O)(=O)c2cc(C(=O)N3CCN(C/C=C/c4ccccc4)CC3)ccc2C)cc1	0.33	i	-1.5
CO/N=C/C(C#N)=C/c1ccc(OC)cc1	0.29	i	-1.2
O=C(Cn1c(S(=O)(=O)Cc2ccccc2)nc2ccccc21)N1CCCCC1	0.2	i	-0.6
CCCSc1nnc2n(-c3ccccc3OC)c(=O)c3c4c(sc3n12)CCC4	-1.05	i	-2.4
Cc1cc(C)n(CC(C)NC(=O)c2cc(COc3ccc(F)c(F)c3)on2)n1 (stereo not given)	2.38	i	x
CC(C)CNC(=O)C(=O)N/N=C/c1cccs1	-0.56	i	-2.1
Nc1ccc(Sc2nnnn2-c2ccccc2)c(Cl)c1	1	i	-0.1
O=C(CCn1c(=O)oc2cc(Cl)ccc21)Nc1ccc(O)cc1	-0.15	i	0.7
CCc1cc(=O)oc2c3c(cc(OCC(=O)NCCCCCC(=O)O)c12)OC(C)(C)CC3	-0.03	i	-0.8
CC1CCN(C(=O)COC(=O)c2ccc(=O)n(Cc3ccccc3)n2)CC1	-0.44	i	-0.8
CN1CCc2c(sc(/N=C/c3cc(Cl)ccc3O)c2C#N)C1	0.01	i	8.6
COCCNC(=O)CCCn1c(=O)c2cc(OC)c(OC)cc2n(CC(=O)c2ccc(Cl)cc2)c1=O	0.79	i	1.7

compound	Kir21 inh	KCNQ2 inh	STK33 kinase inh
CCc1ccccc1S(=O)(=O)Cc1ccc(C(=O)NCCc2ccccc2)o1	-2.3	i	-0.4
O=C(NC1CCCC1)C1C2C=CC(C2)C1C(=O)N1CCOCC1 (stereo not given)	-0.01	i	0.3
O=C(O)C1C2CCC(O2)C1C(=O)Nc1cccc(F)c1 (stereo not given)	-1.8	i	-0.7
Cc1cc(C(=O)NCC(=O)OC(C(=O)Nc2cc(C(F)(F)F)ccc2Cl)c2ccccc2)ccc1[N+](=O)[O-] (stereo not given)	0.54	-5.79*	-1.9
COc1cc(Cl)cc(C#N)c1OCC(=O)O	0.1	i	-0.2

# Source: PubChem (several laboratories)
